From PubChem
Cav32 inh: human Cav3.2 channel inhibition, primary screen | O95180 | Cav3.2-expressing cells, Fluo-4 calcium fluorescence FDSS; stronger effect = lower value | B-score at 10 µM | actives 4% (n = 100,000) | AID 449739;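 active = single-dose well whose peak fluorescence ratio is a statistical outlier from its plate by either plate-standardised score or position-corrected B-score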
Starred values were filed as active, the others as inactive. Only part of the results is shown, so the mix of outcomes need not match the whole.

SMILES	Cav32 inh
O=C(NCc1cccs1)C1CCCN(S(=O)(=O)c2cccc3cccnc23)C1 (stereo unspecified)	0.46
Cn1nnc2cc(NC(=O)N3CC4(C)CC3CC(C)(C)C4)ccc21 (stereo unspecified)	0.15
COc1cc2oc3ccc(C#Cc4ccccn4)cc3c(=O)c2cc1OC	0.69
CSCCC(NS(=O)(=O)c1cccs1)C(=O)NCc1cccs1 (stereo unspecified)	0.31
CCCc1c(C(=O)OCC)[nH]c2c1C(=O)CCC2	-0.11
COC(=O)c1ccccc1NC(=O)N[C@@H](C)C(=O)OC	0.76
CC(C)(C)CC(=O)OCC(=O)Nc1cc(C(C)(C)C)nn1-c1ccccc1	-0.069
CCCCc1ccc(-c2nc(N)n[nH]2)cc1	-2.5
O=C(CSc1nnnn1C1CCCC1)c1ccc2c(c1)OCCO2	-1.8
Cc1cccc(NS(=O)(=O)c2cc(C(=O)N3CCN(C)CC3)ccc2C)c1	-1.1
COC(=O)C1(S(=O)(=O)c2cc(Br)cc3c2N(C(C)=O)CC3)CC1	0.015
CC1=NN(/C(=N\c2nnc(C)s2)Nc2ccc(C)cc2)[C@H](c2ccc(C)cc2)S1	-3.2
Cn1c(-c2ccccc2)cnc1SCC(=O)N1CCCCC1	0.35
CC(=O)Nc1cc(-c2ccc(Cl)cc2)nn1-c1ccccc1	0.53
Cc1[nH]c2ccccc2c1/C=C(\C#N)S(=O)(=O)c1ccccc1	-1.6
CN(C)CC#CCCCCCCC#CCN(C)C	0.011
COc1ccc(CCn2nnnc2C(C(C)C)N2CCC(C(N)=O)CC2)cc1OC (stereo unspecified)	0.32
Nn1c(SCc2cccc(C(F)(F)F)c2)nnc1-c1ccco1	-0.052
O=C(CSc1nccn1Cc1ccccc1)Nc1nccs1	-0.62
CCOC(=O)c1c(C=O)c(C)n(Cc2ccccc2)c1C	-1.2
N#C/C(=C/c1ccc(N2CCCC2)c([N+](=O)[O-])c1)c1nc2ccccc2[nH]1	-0.66
COc1ccc(CN(CC(=O)NC2CCCC2)C(=O)CCC(=O)Nc2cc(C)on2)cc1	1.1
Cc1nnc(NC(=O)C2CCCO2)s1 (stereo unspecified)	-0.019
COc1ccc(S(=O)(=O)Cc2ccc(C(=O)NCCCN3CCc4ccccc4C3)o2)cc1	1.1
O=[N+]([O-])c1cc(-c2csc(NCCc3nc4cc(Cl)c(Cl)cc4n3CCCO)n2)ccc1Cl	-0.022
COc1ccc(N=CC2=C(O)CCCC2=O)cc1	0.26
CCOC(=O)c1c(SC)nc(SC)c2c1CCC2	-0.89
COc1ccc(OC)c(C(=O)CSc2nc3c(c(=O)n(C)c(=O)n3C)n2C(C)C)c1	0.21
COc1ccccc1NC(=O)CN1CCN(C2c3ccccc3-c3ccccc32)CC1	-2.3
FC(F)(F)c1cc(-c2ccco2)nc(NCc2ccc(Cl)cc2)n1	-1.1

Seven of the compounds above, comma-delimited:
SMILES,Cav32 inh
CN(C)CC#CCCCCCCC#CCN(C)C,0.011
COc1ccc(CCn2nnnc2C(C(C)C)N2CCC(C(N)=O)CC2)cc1OC (stereo unspecified),0.32
Nn1c(SCc2cccc(C(F)(F)F)c2)nnc1-c1ccco1,-0.052
O=C(CSc1nccn1Cc1ccccc1)Nc1nccs1,-0.62
CCOC(=O)c1c(C=O)c(C)n(Cc2ccccc2)c1C,-1.2
N#C/C(=C/c1ccc(N2CCCC2)c([N+](=O)[O-])c1)c1nc2ccccc2[nH]1,-0.66
COc1ccc(CN(CC(=O)NC2CCCC2)C(=O)CCC(=O)Nc2cc(C)on2)cc1,1.1

New compounds follow.
SMILES	Cav32 inh
COc1ccc(-c2cc(C(F)F)n3ncc(C(=O)N4CCN(C(=O)c5ccco5)CC4)c3n2)cc1	1.6
COc1ccc(Cl)cc1NC(=O)Nc1ccc(Br)cn1	0.13
Cc1ccc(NCCC(=O)c2cccc([N+](=O)[O-])c2)c(C)c1	-1.8
CC(=O)c1ccc(OCCCC(=O)NCC(c2ccco2)N(C)C)cc1 (stereo unspecified)	-0.091
CCC(C)Sc1nc2c(c(=O)[nH]c(=O)n2C)n1Cc1ccc(Cl)cc1 (stereo unspecified)	-2.8
COc1ccc(N2CCN(C(=O)CCCn3c(=O)[nH]c4cc(Cl)ccc4c3=O)CC2)cc1	1.4
c1ccc(CSC2=NCCCN2)cc1	-0.12
O=C(Nc1ccccc1)C(O)C(O)C(=O)Nc1ccccc1 (stereo unspecified)	1.5
CCCOc1ccccc1NC(=O)c1c(-c2ccccc2)noc1C	-4.8*
Cc1ccc(Oc2cc(-n3nc(C)cc3C)ncn2)cc1	-0.58
C(=N\n1cnnc1)/c1cccn1-c1ccccc1	0.26
CCC(CO)N=CC1=C(O)C(C(=O)c2ccccc2)CCC1=O (stereo unspecified)	-0.038
O=C(CN1CCOCC1)OCCCc1ccccc1	0.041
Cc1cc(NC(=O)C(C)C)ncc1NC(=O)Cc1ccccc1	-4*
COC(=O)c1c(NC(=O)CN2CCN(Cc3ccc4c(c3)OCO4)CC2)sc(C)c1C	-0.56
COc1ccc(CCNC(=O)Cn2nnc(-c3ccc(N(C)C)cc3)n2)cc1OC	0.74
COC(=O)CN1CCN(C(=O)c2ccc(F)cc2)c2ccccc2C1	0.42
COc1ccccc1CC(=O)N1CCCC1	-0.13
N#C/C(=N/Nc1ccccc1F)C(=N)N1CCOCC1	0.58
CS(=O)(=O)NCc1ccc(C(=O)NCc2ccccc2)cc1	-0.2
Cn1ccnc1C(O)c1ccco1 (stereo unspecified)	0.48
CCOC(=O)CC(=O)CSc1ncc(C(=O)OCC)c(N)n1	0.37
Cc1ccc(N2C(=O)[C@@H]3[C@H](C2=O)C2c4ccccc4C=CN2[C@@H]3C(=O)c2ccco2)cc1 (stereo partly specified)	-0.23
O=C(CN1CCN(Cc2ccccc2)CC1)NC(=O)NCc1ccco1	0.41
O=C(CSc1ncccn1)N1CCN(Cc2ccccc2)CC1	0.28
COC(=O)c1ccccc1NC(=O)CSc1nnc(C(CO)NC(=O)c2ccccc2Cl)n1C (stereo unspecified)	0.31
FC(F)(F)c1ccc(CSc2nccn2-c2ccccc2)cc1	-2.9
CCc1cc(=O)oc2cc3oc(C)c(C)c3cc12	-0.38
Clc1ccc(CON/C=N/c2ncnc3sccc23)c(Cl)c1	-0.82
COCCNc1cc(C)nc2c3c(C)cc(C)nc3nn12	0.22

The last 3 records of the part before come first, to join the parts.
SMILES	Cav32 inh
CCc1cc(=O)oc2cc3oc(C)c(C)c3cc12	-0.38
Clc1ccc(CON/C=N/c2ncnc3sccc23)c(Cl)c1	-0.82
COCCNc1cc(C)nc2c3c(C)cc(C)nc3nn12	0.22
Cc1cc(C)n(Cc2ccc(C(=O)O)o2)n1	-0.82
Cc1cc(C)n(Cc2ccc(C(=O)NCc3ccco3)o2)n1	0.0055
Oc1ccc(Nc2nc3ccccc3nc2Nc2ccc(O)cc2)cc1	0.72
Cc1ccc2c(c1)N(CCC(=O)NCc1ccco1)C(=O)CO2	0.61
O=C(CCc1nc(-c2ccccc2F)no1)NCCN1CCOCC1	-0.36
CC(=O)c1c(C)cc(C)c(CSc2nnc(-c3ccco3)o2)c1C	-3.5
Cc1ccc(Cl)cc1N1CCN(Cc2nnnn2Cc2ccco2)CC1	-6.7*
CCOc1ccc(Nc2nc(Cc3nnc(SCC(=O)NC4CCCCC4)n3C)cs2)cc1	-1.1
CC(C)NC(=O)c1cc(-c2ccco2)nn1-c1ccc(Cl)cc1	-4
Cc1ccc(S(=O)(=O)N(C)CC(=O)N2CCN(C(=O)c3ccco3)CC2)cc1	0.86
COCCn1c(=O)[nH]c2cc(C(=O)NCCN3CCN(c4ccccc4)CC3)ccc2c1=O	1.9
O=C(c1ccc(=O)oc1)N1CCN(c2ccc(F)cc2)CC1	-0.27
CCN(CC)c1ccc(-c2nc3cnccc3n2C)cc1	-0.066
COc1ccc(-c2csc(NC(=O)C3CCCCN3S(=O)(=O)c3ccccc3)n2)cc1 (stereo unspecified)	-6.2*
O=C(COc1ccccc1)Nc1cccc(-c2nc3cc4ccccc4cc3[nH]2)c1	-2.1

Shown with each value named: four of the compounds above
O=C(CN1CCOCC1)OCCCc1ccccc1
  Cav32 inh: 0.041
CCCOc1ccccc1NC(=O)c1c(-c2ccccc2)noc1C
  Cav32 inh: -4.8*
COc1ccc(S(=O)(=O)Cc2ccc(C(=O)NCCCN3CCc4ccccc4C3)o2)cc1
  Cav32 inh: 1.1
COC(=O)C1(S(=O)(=O)c2cc(Br)cc3c2N(C(C)=O)CC3)CC1
  Cav32 inh: 0.015

Continued:
SMILES	Cav32 inh
C=CCSc1nnc2n(-c3ccccc3OC)c(=O)c3c4c(sc3n12)CCC4	0.55
Cc1nc(N2CCOCC2)c2cc(-c3ccccc3)sc2n1	-0.8
O=C(NC(=S)Nc1ccc(N2CCCCC2)c(Cl)c1)c1cccs1	0.032
COc1ccc(-c2cc(C3CC3)nc3sc(C#N)c(N)c23)cc1	0.29
Cc1ccc(Cn2c(=O)sc3ccccc3c2=O)cc1	-0.21
CC1CCc2nn(CC(=O)N3CCCCCC3)cc2C1 (stereo unspecified)	0.69
c1ccc(-c2csc3nnc(SCc4ccc5c(c4)OCO5)n23)cc1	-1.8
CCOc1ccc2nc(NC(=O)C(NS(=O)(=O)c3cccc4nsnc34)C(C)C)sc2c1 (stereo unspecified)	-1.5
COc1cc(C(=O)Oc2ccccc2/C=N/NC(=O)c2ccc(C)cc2)cc(OC)c1OC	0.57
COc1ccc(NC(=O)CN2CCN(c3ccc(F)cc3)CC2)cc1Cl	1.2
O=C(CSc1nnc(COc2ccccc2F)n1-c1ccccc1)NCc1ccco1	-0.19
CC1CCN(S(=O)(=O)c2cn(C)c(=O)n(C)c2=O)CC1	0.55
CCOC(=O)N1N=C(CC)CC1(O)C(F)(F)F (stereo unspecified)	1.3
CC(=O)N1CCN(Cc2nc3cc(NS(C)(=O)=O)ccc3n2C)CC1	0.66
CCC(C)OC(=O)C1=C(C)O[C@]23OC(N)=C(C#N)[C@]12C(=O)c1ccccc13 (stereo partly specified)	-2.9
COC(=O)[C@@H](NC(=O)NCc1cccc(OC)c1)C(C)C	0.3
CCS(=O)(=O)NCc1ccc2c(c1)cc(C)n2C	-0.42
Cn1c(C(=O)Nc2ccc3c(c2)OCCO3)cc2c(=O)n(C)c3ccccc3c21	-0.037
Cc1ccc(NC(=O)CN2CCCCCC2)c(Br)c1	0.54
CSCCC(NC(=O)c1ccco1)C(=O)O (stereo unspecified)	1.8
CCOC(=O)c1c(NC(=O)Cn2nnc(-c3ccc(Cl)cc3)n2)sc(C)c1C	-2
COc1ccc(CC(=O)Nc2nc(C)cs2)cc1OC	0.42
NC1=NC[C@H](Cc2ccccc2)N1CCc1cc(C(F)(F)F)cc(C(F)(F)F)c1	-2.5
Cc1nc(SC2CC(=O)N(c3cc(Cl)cc(Cl)c3)C2=O)nc2c1CCCC2 (stereo unspecified)	-0.026
C=CCNc1cccc(Br)c1	1
N#C/C(=C\c1cn(CCOc2ccccc2)c2ccccc12)C(=O)NCc1ccco1	-0.23
O=C(O)C1CCCCC1C(=O)NCCc1ccncc1 (stereo unspecified)	0.079
Cc1nc2sc(C(c3ccco3)N3CCOCC3)c(O)n2n1 (stereo unspecified)	1.4
CCc1nnc(NC(=O)c2ccc(-c3ccc(Cl)cc3)o2)s1	0.043
COc1ccc(N=C2SC(CC(=O)Nc3ccccc3)C(=O)N2CC2CCCO2)cc1 (stereo unspecified)	-2.9
Cc1cc(C(=O)NC2=NCCS2)cs1	0.0095
CCC(=O)Nc1cccc(-n2nnnc2SCC(=O)NCc2ccco2)c1	0.96
CCCCn1c(O)c(C(CC)=Nc2ccc3c(c2)CCC3)c(=O)[nH]c1=O	-0.077
CCOC(=O)c1c(-c2ccc(C)o2)csc1NC(=O)CSc1nncs1	-1.8
Cc1c(NC(=O)NC(C)N2C(=O)C3C4C=CC(C4)C3C2=O)c(=O)n(-c2ccccc2)n1C (stereo unspecified)	-0.03
O=C1c2ccccc2S(=O)(=O)c2cc(N3CCc4ccccc4C3)ccc21	-0.38
CN(C)C/C(Cl)=C(\Cl)c1ccccc1	-0.091
CCCCOc1ccc(NC(=O)Cn2c(=O)ccc3c(C)cc(C)nc32)cc1	-2.1
CCn1c(SCC(=O)Nc2ccc3c(c2)OCO3)nnc1-c1ccccc1O	-0.13
FC(F)(F)c1nc(Oc2ccccc2)c2ccccc2n1	-0.82
O=C(Nc1nnc(COc2ccc(Cl)cc2)s1)c1cccs1	0.066
O=C(c1ccccc1F)N1CCN(S(=O)(=O)c2ccc3c(c2)OCCO3)CC1	-0.4
C=CC[C@@]12C=C(OC)C(=O)C(OC)=C1O[C@H](c1ccc3c(c1)OCO3)[C@H]2C	-0.44
O=C1CSC(c2ccccc2)N1c1nnc(C23CC4CC(CC(C4)C2)C3)s1 (stereo unspecified)	-0.46
O=S(=O)(NC1CC1)c1ccc(S(=O)(=O)N2CCCC(c3nc(-c4cccnc4)no3)C2)cc1 (stereo unspecified)	0.05
O=C(O)c1cc(Cl)c2ccccc2c1O	-6.7*
CN1CCN(C(=O)c2ccc(N(Cc3ccc(Cl)cc3)S(C)(=O)=O)cc2)CC1	-0.8
COc1ccc(CNc2ccc(S(N)(=O)=O)cc2)c(OC)c1OC	0.085
CC(C)NS(=O)(=O)c1ccc(CCC(=O)O)cc1	0.23
CCCn1c(N)c(C(=O)CSc2nc3ccccc3n2CCC#N)c(=O)n(C)c1=O	0.38
COc1ccccc1N1CCN(C(=O)c2ccc3c(Cl)c4c(nc3c2)CCCC4)CC1	-0.72
COc1cc(NC(=O)c2ccnnc2)cc(C(=O)Nc2cccc(C(F)(F)F)c2)c1	0.088
COc1ccc(N(CC(=O)NN=C2CCCC2)S(=O)(=O)c2ccccc2)cc1	0.93
CC(C)C[C@H](N)c1cn([C@@H](Cc2ccc(O)cc2)C(=O)N2CCNCC2)nn1	0.63
C/C(=C1/C(=O)N(c2ccc([N+](=O)[O-])cc2)N=C1c1ccccc1)N(C)C	-3.1
Cc1ccccc1CS(=O)(=O)c1snnc1C	1
CCOC(=O)N1CCN(C(=O)C2CCCN(S(=O)(=O)c3ccccc3)C2)CC1 (stereo unspecified)	0.75
CC(=O)Nc1ccc(S(=O)(=O)n2nc(-c3ccc(C)cc3)nc2N)cc1	-0.13
